# H1N1 NS1A inhibition – NS1A inhibition, H1N1 influenza, cell based functional assay (AID 504329) | actives 0.3% (n = 340,000) | inhibition, % at 12.5 µM, or IC50 in µM where a hit was titrated | NS1A functional cell-based assay, percent inhibition; higher % means a stronger effect; in the data active = a potency from the dose series; inconclusive = inhibition above about 27% without an active follow-up result; note: strong numbers were not always called active
# M. tuberculosis – growth inhibition of non-replicating M. tuberculosis (AID 488890) | Mycobacterium tuberculosis non-replicating, growth inhibition; higher % means a stronger effect | one-dose inhibition, % at 25 µM; IC50 in µM for titrated hits | actives 0.39% (n = 320,000); in the data active = a potency from the dose series; inconclusive = inhibition mostly from about 82% at the one dose, without a potency; inactive = the rest, 99 in 100 with inhibition below about 76%;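 note: plate controls were DMSO cells for no effect and high antibiotic wells for full effect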
# Salmonella PhoP GFP – PhoP regulon inhibitors, Salmonella typhi PhoP promoter GFP reporter, confirmatory (AID 1850) | one-dose inhibition, % at 50 µM; IC50 in µM for titrated hits | Salmonella Typhi PhoP-promoter GFP reporter, fluorescence, 4 h; higher % means a stronger effect | actives 0.33% (n = 310,000); in the data active = a potency from the dose series; inconclusive = inhibition mostly from about 25% at the one dose, without a potency; inactive = the rest, 99 in 100 with inhibition below about 19%;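 note: 0% = induced wells with vehicle and 100% = uninduced wells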
# inhibitors of VEEV – inhibitors of VEEV TC-83 cytopathic effect, confirmation, Vero cells (AID 588727); Vero cells, VEEV TC-83 cytopathic effect inhibition; higher % means a stronger effect; inhibition, % at 20 µM; hits with a dose series show IC50 in µM; actives 0.13% (n = 350,000); in the data active = a potency from the dose series; inconclusive = inhibition mostly from about 14% at the one dose, without a potency; inactive = the rest, 99 in 100 with inhibition below about 12%; note: strong numbers were not always called active
# M. tuberculosis HTS – M. tuberculosis growth inhibition, HTS (AID 449762); M. tuberculosis H37Rv growth inhibition, 7H9 media; higher % means a stronger effect; inhibition, % at 25 µM, or IC50 in µM where a hit was titrated; actives 0.59% (n = 330,000); in the data active = a potency from the dose series; inconclusive = inhibition above about 70% without an active follow-up result;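 note: bacterial growth assessed after seven days of incubation; strong numbers were not always called active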
# inhibitors of VEEV 10K pilot screen – second read-out of inhibitors of VEEV, no call of its own (marks repeat the call); inhibition, %; measured here: 10K pilot screen inhibition
# Numbers without * were called inactive; i = inactive; u = inconclusive; x = no result given. An unsorted share of the library. Share with any hit: about 1.6%.
SMILES,H1N1 NS1A inhibition,M. tuberculosis,Salmonella PhoP GFP,inhibitors of VEEV,M. tuberculosis HTS,others
CSc1nnc2n(C)c3c(c(=O)n12)C1(CCCC1)Cc1ccccc1-3,-12%,1%,-3%,1.0%,-6%,
CCOC(=O)c1ccc(NC(=S)N2CCN(c3ccccn3)CC2)cc1,-3%,6%,-4%,0.2%,-3%,
CN1CCc2cccc3c2[C@@H]1Cc1ccc(O)c(O)c1-3,6%,30%,3%,7.0%,8%,
COc1cc2cc(C(c3nnnn3C3CCCCC3)N(C)C3CCCCC3)c(=O)[nH]c2cc1OC (stereo not drawn),-3%,67%,-15%,4.9%,-2%,
C=C(C1=CCN(S(=O)(=O)C(C)(C)C)[C@H]1CCO)c1ccccc1,-7%,x,x,i,x,
Cc1cc(C)n(-c2ccc(Cl)c(C(=O)OCC(N)=O)n2)n1,-10%,-4%,-5%,1.1%,6%,
NCCCNC(=O)c1ccc(/C=N/O)nc1,2%,-4%,2%,1.9%,-5%,
Cc1nc2ccccc2c2c1C(=O)NC2=O,x,-11%,-3%,x,-5%,
CN(C(=O)C1CCOC1)c1nnc(-c2cnccn2)s1 (stereo not drawn),6%,-7%,1%,1.1%,-6%,
CCOc1ccc(Cc2c(Cl)nc(SC)nc2OC)cc1,-2%,-6%,-3%,i,1%,
CCCCOc1ccc(C(=O)NCC(=O)N(C)CC(=O)Nc2ccc(N3CCOCC3)cc2)cc1,-7%,10%,11%,2.6%,36%,
COc1ccc(-c2c(C)n([O-])c(C)c(-c3ccccc3)[n+]2=O)cc1OC,1%,4%,1%,2.2%,6%,
CCOC(=O)c1c(NC(=O)C2CCCN2S(=O)(=O)c2cccc3nsnc23)sc(C)c1C (stereo not drawn),22%,x,x,i,x,
O=C(CN1CCN(Cc2ccc(Cl)cc2)C1=O)NCc1cccs1,-8%,22%,-5%,1.3%,-11%,
CCOC(=O)N1CCN(C(=S)Nc2cccc(C)c2)CC1,2%,-6%,6%,3.4%,-8%,
CC(=O)Nc1csc2ccccc12,-4%,0%,10%,0.9%,-1%,
O=C(NCc1ccc(Cl)cc1Cl)c1ccccn1,-1%,72%,-10%,0.7%,1%,
Cc1ccc(OC(C)C)c(CN(CCO)CCO)c1,-9%,-5%,-6%,0.7%,-9%,
O=C(CCc1ccccc1)NNC(=O)c1ccccc1Cl,1%,-9%,3%,0.5%,2%,
CC(=O)O[C@]1(C(C)=O)CC[C@H]2[C@@H]3C=CC4=CC(=O)C=C[C@]4(C)[C@H]3CC[C@@]21C,0%,14%,-21%,i,-3%,
Cc1cccc(NS(=O)(=O)c2ccc(NS(=O)(=O)c3cccs3)cc2)c1,7%,-3%,4%,0.2%,5%,
COc1ccc(/C=N/NC(=O)CC(=O)NCc2cccnc2)cc1,-16%,-7%,-3%,0.2%,-3%,
O=C1c2ccccc2C(=O)N1CN(C(=O)COc1ccccc1)c1ccc(F)cc1,-5%,9%,0%,0.0%,-7%,
CCCCOC1CC(c2ccc(OCc3ccc(OC)cc3)c(OC)c2)N(C)O1 (stereo not drawn),3%,7%,-3%,1.2%,94%,
Cc1noc(C)c1COC(=O)c1cc(C)n(-c2ccccc2)c1C,7%,27%,8%,2.0%,5%,
O=c1c2ccccc2nc(SCC2CCCCO2)n1-c1ccccc1 (stereo not drawn),-9%,25%,-4%,6.4%,-11%,inhibitors of VEEV 10K pilot screen=3.6
O=C(Cc1cccs1)N1CCN(S(=O)(=O)c2ccccc2)CC1,16%,0%,2%,i,5%,
NS(=O)(=O)c1ccc(CNC(=O)CCCSc2ccccc2)cc1,-2%,-2%,3%,1.2%,0%,
Cc1ccc2c(n1)sc1c(-c3ccccc3)c(C#N)c(N)nc12,-9%,-3%,-4%,2.2%,1%,
COc1ccc(NC(=O)C2C3CCC(C3)C2C(=O)O)cc1OC (stereo not drawn),4%,0%,-3%,0.6%,2%,
OCC(O)CN1CCCC1 (stereo not drawn),x,-13%,-3%,1.0%,-4%,
Fc1ccc(F)c(NC2=NCCCCC2)c1,-10%,-19%,3%,0.8%,-4%,
CCN1CCN(C(=O)COc2cc(=O)n(CC)c3ccccc23)CC1,-6%,-8%,-3%,5.2%,-3%,
O=C(COC(=O)c1ccc(O)cc1O)NC1CCCCCC1,-5%,24%,x,0.4%,1%,
COc1ccc(NC(=O)c2ccccc2NC(=O)C2CCCO2)cc1 (stereo not drawn),-15%,0%,-6%,2.4%,4%,
Cc1ccc(-c2cc(C(=O)N/N=C/c3ccc(F)cc3)n[nH]2)o1,-5%,-1%,2%,2.7%,-8%,
Cc1cccc(OCC(=O)NCCNC(=O)c2cccnc2)c1,8%,-10%,5%,1.0%,0%,
CC[C@]12c3[nH]c4ccc(OC)cc4c3CCN1C(=O)C(CC(=O)NCc1ccco1)C[C@@H]2C(=O)N1CCN(C(=O)C2CC2)CC1 (stereo partly drawn),-7%,x,x,i,x,
COCc1[nH]nc2c1C(c1cc(OC)c(O)c(OC)c1)C(C#N)=C(N)O2 (stereo not drawn),16%,33%,1%,3.8%,5%,
CC1CCCC(NS(=O)(=O)c2ccc3c(c2)OCCO3)C1C (stereo not drawn),6%,11%,-9%,i,4%,inhibitors of VEEV 10K pilot screen=1.5

# Compounds from the list above with a furan ring, fused or not, in the order listed:
SMILES,H1N1 NS1A inhibition,M. tuberculosis,Salmonella PhoP GFP,inhibitors of VEEV,M. tuberculosis HTS,others
Cc1ccc(-c2cc(C(=O)N/N=C/c3ccc(F)cc3)n[nH]2)o1,-5%,-1%,2%,2.7%,-8%,
CC[C@]12c3[nH]c4ccc(OC)cc4c3CCN1C(=O)C(CC(=O)NCc1ccco1)C[C@@H]2C(=O)N1CCN(C(=O)C2CC2)CC1 (stereo partly drawn),-7%,x,x,i,x,

# Remaining list, next part
SMILES,H1N1 NS1A inhibition,M. tuberculosis,Salmonella PhoP GFP,inhibitors of VEEV,M. tuberculosis HTS,others
C=CCC(=O)N1CCC(n2nccc2NC(=O)CCOc2ccccc2)CC1,-7%,7%,12%,0.3%,16%,
O=C(Cc1ccsc1)NNC(=O)c1ccccc1Cl,-12%,-2%,-1%,1.4%,-9%,
Cc1cc(-c2ccccc2)n(-c2ccc(C(=O)N3CCN(c4ncccn4)CC3)cc2)n1,5%,21%,-2%,5.3%,u,
CN(Cc1ccccc1)CC(O)COc1ccc(CNCCCOc2cccnc2)cc1 (stereo not drawn),-8%,9%,24%,i,-3%,
COC(=O)c1c(NC(=O)CN2C(=O)C(=O)N(CC(C)C)C2=O)sc2c1CCCCC2,-3%,36%,-2%,1.1%,x,
COc1ccc(CCN(C)C(=O)CSc2nc3ncc(Cl)cc3[nH]2)cc1OC,11%,8%,15%,1.9%,8%,
NC(=O)C1CCN(C(=O)c2cccc(S(=O)(=O)N3CCc4ccccc4C3)c2)CC1,-5%,-3%,5%,1.1%,-3%,
COc1ccc(C(=O)N2CCC(C(=O)Nc3ccc4c(c3)OCO4)CC2)cc1,4%,8%,1%,i,-2%,
Cc1cc(/C=C2\SC(=S)NC2=O)c(C)n1C,12%,-6%,-14%,0.9%,-2%,
CCOc1ccc(N)c(SSc2cc(OCC)ccc2N)c1,4%,u,-13%,4.5%,u,
COc1cc2c(C#CCCCO)c(-c3ccsc3)oc(=O)c2cc1OC,-3%,13%,x,6.6%,0%,
Cc1cccc(N2CCN(CC(O)COc3ccc(Cl)cc3)CC2)c1 (stereo not drawn),2%,9%,-13%,i,18%,
O=C(Nc1ccc(Cl)cc1)C1CCCN(c2cnccn2)C1 (stereo not drawn),-7%,10%,-1%,0.5%,-7%,
Cc1c2cnn(CC(=O)NCCN3CCOCC3)c(=O)c2c(C)n1Cc1ccc(F)cc1,3%,3%,-10%,0.4%,-8%,
CS(=O)(=O)N(CC(=O)Nc1cccc(F)c1)Cc1ccccc1,23%,10%,0%,i,-1%,
Nc1nc2ccc(NC(=O)c3ccco3)cc2s1,6%,-1%,1%,1.7%,-10%,
O=C(NC1CCCCC1)[C@H](O)[C@@H](O)C(=O)NC1CCCCC1,-19%,-7%,-6%,1.6%,-7%,
Cc1ccc(S(=O)(=O)Nc2ccccc2C(=O)N2CCCC2)cc1,-5%,12%,1%,1.2%,-1%,
O=C(CCOc1ccccc1)Nc1ccnn1C1CCN(Cc2ccc(O)cc2)CC1,-3%,38%,-6%,0.9%,-1%,
COc1ccc2c(c1)cc(C)c1nnc(SCC(=O)N3CCN(C(=O)c4ccco4)CC3)n12,x,-18%,-18%,x,-9%,
COc1cc(CC(=O)Nc2cc(S(=O)(=O)N3CCOCC3)ccc2N2CCCC2)cc(OC)c1OC,12%,x,x,6.5%,x,
Cc1ccccc1-c1cc(C(=O)NCc2ccco2)nn1CC1CC(c2cccc([N+](=O)[O-])c2)=NO1 (stereo not drawn),6%,55%,x,0.5%,5%,inhibitors of VEEV 10K pilot screen=2.5
CNS(=O)(=O)c1cccc(C(=O)OCC(=O)c2ccc(S(=O)(=O)N3CCCCC3)cc2)c1,4%,2%,-2%,2.0%,2%,
C/C(=N\Nc1nc(-c2ccccc2O)nc2ccccc12)c1ccccc1,-1%,8%,-9%,0.7%,3%,
OCCC1CN(Cc2c(F)cccc2Cl)CCN1C1CCCCC1 (stereo not drawn),14%,0%,2%,1.0%,-12%,

# Compounds from the list above with a Cl atom:
SMILES,H1N1 NS1A inhibition,M. tuberculosis,Salmonella PhoP GFP,inhibitors of VEEV,M. tuberculosis HTS,others
Cc1cc(C)n(-c2ccc(Cl)c(C(=O)OCC(N)=O)n2)n1,-10%,-4%,-5%,1.1%,6%,
CCOc1ccc(Cc2c(Cl)nc(SC)nc2OC)cc1,-2%,-6%,-3%,i,1%,
O=C(CN1CCN(Cc2ccc(Cl)cc2)C1=O)NCc1cccs1,-8%,22%,-5%,1.3%,-11%,
O=C(NCc1ccc(Cl)cc1Cl)c1ccccn1,-1%,72%,-10%,0.7%,1%,
O=C(CCc1ccccc1)NNC(=O)c1ccccc1Cl,1%,-9%,3%,0.5%,2%,
O=C(Cc1ccsc1)NNC(=O)c1ccccc1Cl,-12%,-2%,-1%,1.4%,-9%,
COc1ccc(CCN(C)C(=O)CSc2nc3ncc(Cl)cc3[nH]2)cc1OC,11%,8%,15%,1.9%,8%,
Cc1cccc(N2CCN(CC(O)COc3ccc(Cl)cc3)CC2)c1 (stereo not drawn),2%,9%,-13%,i,18%,
O=C(Nc1ccc(Cl)cc1)C1CCCN(c2cnccn2)C1 (stereo not drawn),-7%,10%,-1%,0.5%,-7%,
OCCC1CN(Cc2c(F)cccc2Cl)CCN1C1CCCCC1 (stereo not drawn),14%,0%,2%,1.0%,-12%,

# Source: PubChem BioAssay (Southern Research Specialized Biocontainment Screening Center)
